SIRT5 block = blocks human SIRT5 desuccinylation of peptide; Q9NXA8; AID 652115; inhibition, % at 15 µM; Purified SirT5, succinyl-peptide AMC, trypsin-coupled fluorescence; actives 1.1% (n = 330,000); in the data active = inhibition above about 15%; inconclusive = no clear call, values can overlap the other calls
Target sequence (Q9NXA8 whole entry, looked up): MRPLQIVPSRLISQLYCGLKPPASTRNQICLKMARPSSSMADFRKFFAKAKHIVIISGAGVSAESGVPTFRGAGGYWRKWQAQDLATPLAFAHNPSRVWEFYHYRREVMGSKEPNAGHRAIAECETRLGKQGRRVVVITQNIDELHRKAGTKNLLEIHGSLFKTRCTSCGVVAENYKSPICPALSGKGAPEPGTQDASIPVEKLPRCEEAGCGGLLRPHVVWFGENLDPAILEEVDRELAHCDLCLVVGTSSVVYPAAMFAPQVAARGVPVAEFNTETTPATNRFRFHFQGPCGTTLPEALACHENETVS
ERp5 block = inhibitors of human ERp5; Q15084; ERp5 insulin aggregation, absorbance 650 nm, 90 min; inhibition, % at 9.99 µM; actives 0.05% (n = 350,000); AID 651711;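 active = mean replicate inhibition above about 25%, with every replicate also reaching it, limit read from the data, passing the limit was not always enough; inconclusive = only one of those two criteria met; inactive = neither criterion met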
Target sequence (Q15084 whole entry, looked up): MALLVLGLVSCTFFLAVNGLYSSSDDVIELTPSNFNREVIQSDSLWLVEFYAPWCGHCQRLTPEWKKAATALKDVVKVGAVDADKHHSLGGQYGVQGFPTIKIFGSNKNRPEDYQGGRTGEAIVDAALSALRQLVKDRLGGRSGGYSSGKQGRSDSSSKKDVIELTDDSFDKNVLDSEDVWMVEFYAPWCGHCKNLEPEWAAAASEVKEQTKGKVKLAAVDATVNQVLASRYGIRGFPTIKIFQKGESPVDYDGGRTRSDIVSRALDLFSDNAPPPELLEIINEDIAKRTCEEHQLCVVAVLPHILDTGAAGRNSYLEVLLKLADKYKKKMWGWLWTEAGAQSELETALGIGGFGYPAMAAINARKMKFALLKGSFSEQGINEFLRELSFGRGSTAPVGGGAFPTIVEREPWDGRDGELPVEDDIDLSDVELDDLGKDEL
CFTR F508del cor = correctors of CFTR F508del function in bronchial epithelial cells; CFBE cells, YFP halide quenching; stimulated with forskolin plus potentiator P3; % fluorescence drop versus neutral controls; activity (quench increase), % at 7.58 µM; actives 0.36% (n = 350,000); AID 720511;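 active = mean added fluorescence quench of at least 8% versus neutral control, with both replicates also reaching 8%; inconclusive = only one of the mean or replicate conditions met; inactive = mean below 8% and not both replicates reaching 8%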;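 also: cells transiently co-express mutant CFTR-F508del with the halide-sensitive YFP; corrector assay measuring rescue of mutant channel to the surface after 24 h compound exposure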
DENV2 CPE rescue = protects cells from dengue virus 2 cytopathic effect; DENV2-infected cells, cytopathic effect rescue, plate reader; CPE inhibition, % at 9.99 µM; actives 1.7% (n = 350,000); AID 651640; in the data active = CPE inhibition above about 20%, passing the limit was not always enough; inconclusive = no clear call, values can overlap the other calls; tested in BHK-21 cells;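 also: 0% = median of neutral control wells and 100% = median of positive control wells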
ERAP1 inh = blocks human ERAP1 aminopeptidase activity | Q9NZ08 | inhibition, % at 10.7 µM | AID 652197 | actives 0.15% (n = 340,000) | recombinant ERAP1, Leu-AMC fluorescence, 60 min;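 active = mean replicate inhibition of at least 30%, or all replicates individually reaching that 30% level; inactive = mean below 30% and not every replicate reaching it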;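 also: 0% = neutral control wells and 100% = L-leucinethiol positive control wells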
CASP6 VEID inh = caspase-6 (human) enzyme inhibition | P55212 | purified caspase-6, Z-VEID-R110 cleavage fluorescence | inhibition, % at 12.5 µM | actives 0.53% (n = 350,000);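 active = mean inhibition across replicates at least about 35%, with every replicate also reaching that limit, limit read from the data; inconclusive = only one of the two criteria met; inactive = neither criterion met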;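 also: 0% = median of neutral control wells and 100% = no fluorescence left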
Target sequence (P55212 24-179 limits assumed): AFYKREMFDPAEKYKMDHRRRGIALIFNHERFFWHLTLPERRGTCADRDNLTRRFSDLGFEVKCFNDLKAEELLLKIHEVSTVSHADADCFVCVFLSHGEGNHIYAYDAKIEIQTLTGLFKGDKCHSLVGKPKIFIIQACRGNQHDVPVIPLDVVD
Target sequence (P55212 194-293 limits assumed): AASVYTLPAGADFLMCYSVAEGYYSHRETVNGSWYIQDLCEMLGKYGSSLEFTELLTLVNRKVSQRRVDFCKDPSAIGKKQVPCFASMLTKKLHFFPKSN
miR122 inh = inhibitors of miR-122 in Huh7 cells; Huh7 miR-122 Renilla luciferase sensor, 48 h; neutral wells = 0, positive control = 100; activation (reporter increase), % at 12.5 µM; actives 0.3% (n = 340,000);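 active = mean replicate activation score at least 90 and every replicate individually at or above 90; inconclusive = only one of the two criteria met; inactive = neither criterion met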;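 also: higher luciferase means less miR-122 activity so hits act as miR-122 inhibitors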
Numbers without * were called inactive; u = inconclusive; x = not tested or not shown; & = joins results of further samples; ! = a repeat was not active; [ ] = dose if it differs, or a comment.

smiles	SIRT5 block	DENV2 CPE rescue	miR122 inh	CASP6 VEID inh	ERp5 block	CFTR F508del cor	ERAP1 inh
CC(=O)c1ccc(OCC(=O)NC(=O)NC2CCCC2)cc1	x	-7	-3	0	-4	-2.4	-2
Cc1cc(C)c2nc(N3CCN(C(=O)c4ccco4)CC3)sc2c1	1	14	4	3	4	0.3	0
Cc1ccc(CSCC(Nc2ccc(C(=O)O)cc2[N+](=O)[O-])C(=O)O)cc1 (configuration not stated)	13	3	-2	3	3	-2.4	-7
CCCC#Cc1cnc2c(c1)C(=O)N([C@@H](C)CO)C[C@@H](C)[C@H](CN(C)Cc1ccc3c(c1)OCO3)O2	1	4	11[16.7 µM]	2	3	2.9	5
COc1ccc2c3c(n(C)c2c1)[C@@H](CO)N(C(=O)C1CCOCC1)CC31CCN(C(=O)C2CC2)CC1	2	8	x	-1	-1	2.5	1
CCOC(=O)C1=C(C)N=c2s/c(=C/c3ccc(OCC(=O)O)cc3)c(=O)n2C1c1cc(OC)c(OC)c(OC)c1 (configuration not stated)	x	-5	0	3	4	-0.8	11
CCOCc1cnc(C)nc1NCC(=O)c1c(C)[nH]c2cc(C)ccc12	x	x	-3	1	-2	x	26
O=c1c(O)c(-c2ccccc2)oc2cc(O)cc(O)c12	x	u	3	1	-2	-0.5	x
CCCn1nnc(NC(=O)COc2ccccc2Cl)n1	9	x	x	15	4	x	-1
Cc1noc(C)c1S(=O)(=O)N(CC(=O)NCc1ccc(F)cc1)c1ccc(C(C)C)cc1	-5	13	0	2	-3	-1.9	3
N#C[C@H]1[C@H](c2ccc(C#CC3CC3)cc2)[C@@H](CO)N1C(=O)c1cccc(F)c1	-1	1	x	-1	0	-0.4	-2
CC1CCN(CC(O)Cn2c3ccccc3c3ccccc32)CC1 (configuration not stated)	-2	7	0	-2	-5	-4.5	-1
C[C@@H]1CCCCO[C@@H](CN(C)Cc2ccc3c(c2)OCO3)[C@@H](C)CN([C@H](C)CO)C(=O)c2cc(NS(=O)(=O)c3cn(C)cn3)ccc2O1	x	-1	1[16.7 µM]	x	x	-3.6	x
CCOC(=O)N1CCN(S(=O)(=O)c2ccc3c(c2)NC(=O)CO3)CC1	1	-2	-8	-1	1	-4.0	0
CCN(CC)c1ccc(NC(=O)c2ccc(=O)[nH]c2)cc1S(=O)(=O)Nc1ccc(OC)cc1	-1	-3	73	9	-6	-1.4	1
O=C1SCCC1NC(=O)C(c1ccccc1)c1ccccc1 (configuration not stated)	0	9	0	0	7	1.0	-1
COc1ccc(C(CNC(=O)Cn2c(=O)oc3ccccc32)N(C)C)cc1 (configuration not stated)	0	-1	0	2	5	1.2	-2
Cc1cc(C)cc(NC(=S)N2CCN(c3ccc(F)cc3)CC2)c1	0	-8	x	1	1	x	-4
COc1ccc(NC(=O)CN(C)C(=O)Cc2ccc3c(c2)CCC3)cc1	-17	10	-1	1	5	0.6	2
CCN(c1cccc2ccccc12)S(=O)(=O)c1ccc(Cl)nc1	-6	1	-2	3	u	2.1	2
Cc1cc(NC(=O)CC#N)n(-c2nc3ccccc3[nH]2)n1	-1	-1	41	-1	-5	0.7	-6
COc1cccc(OCC(O)CN2CCN(c3ccc(F)cc3)CC2)c1 (configuration not stated)	-4	7	-3	-2	3	-1.0	4
Cc1c(F)cccc1NC(=O)c1ccc2c(c1)CCN2S(C)(=O)=O	-8	-4	5	5	-4	-2.5	-1
O=C(Nn1cnnc1)c1ccc(Cl)c([N+](=O)[O-])c1	-5	-6	-7	0	5	-0.4	x
COc1ccc2c3c([nH]c2c1)[C@H](CO)N(C(=O)c1cnccn1)CC31CN(S(C)(=O)=O)C1	-2	17	x	-3	-8	0.1	1
C[C@@H]1CN([C@@H](C)CO)C(=O)c2cccc(NC(=O)C3CCOCC3)c2O[C@@H]1CN(C)C(=O)Nc1cccc2ccccc12	-1	3	0[16.7 µM]	2	0	0.9	1
O=C(COC(=O)C1C2CC3OC(=O)C1C3C2)Nc1ccccc1 (configuration not stated)	1	2	1	3	5	-3.2	-3
C[C@@H]1CN([C@H](C)CO)C(=O)c2cc(NC(=O)Nc3ccccc3)ccc2O[C@@H](C)CCCCO[C@@H]1CN(C)Cc1ccc(Cl)c(Cl)c1	4	1	-3[16.7 µM]	1	-6	-0.3	1
CSc1ncccc1C(=O)OCC(=O)NC1CCC(C)CC1 (configuration not stated)	-1	4	-11	4	2	-1.7	2
COc1ccc(S(=O)(=O)N(C)C[C@H]2OCCCC[C@H](C)Oc3ccc(NC(=O)CCCN(C)C)cc3C(=O)N([C@H](C)CO)C[C@H]2C)cc1	-4	38*	6[16.7 µM]	-2	-4	-1.4	-1
COc1cc(OC)cc(C(=O)NC2CCN(CCCOc3ccccc3)CC2)c1	-5	6	-20	-3	3	3.6	0
Cc1onc(-c2ccccc2)c1NC(=O)N(CCC#N)Cc1ccccc1	-1	8	7	-2	4	-35	-1
Cc1c(C(=O)OC2CCCC2)[nH]c2c1C(=O)CC(c1ccco1)C2 (configuration not stated)	x	-3	u	3	-1	-2.7	x
COc1ccc(CCNC(=O)C2CCN(C(=O)c3ccc(C(C)(C)C)cc3)CC2)cc1	-2	-5	6	0	2	0.7	3
CC(=O)C1=C(C)Nc2ncnn2C1c1ccc(C)cc1 (configuration not stated)	1	4	-9	-1	1	2.0	-1
COc1ccc(C(=O)NCc2cc(C(C)C)no2)cc1OC1CCN(C(C)C)CC1	-7	2	-6	-2	-10	-0.2	0
CC(C)(C)OC(=O)N1CCC2CCN(S(=O)(=O)c3ccccc3)CC21 (configuration not stated)	-1	12	x	-1	4	-1.2	3
COc1ccccc1NC(=O)C(=O)NCCC1CCCCN1S(=O)(=O)c1cccs1 (configuration not stated)	-9	u	0	-1	0	0.9	1
C[C@H](CO)N1C[C@H](C)[C@@H](CN(C)C(=O)NC2CCCCC2)Oc2ccc(NC(=O)C3CC3)cc2C1=O	-3&1	56*!	1[16.7 µM]	2&1	-2&-1	-0.1&-0.3	-3&0
C[C@@H]1CCCCO[C@@H](CN(C)C(=O)Nc2cccc3ccccc23)[C@H](C)CN([C@@H](C)CO)C(=O)c2cc(NC(=O)Nc3ccc(C(F)(F)F)cc3)ccc2O1	3	x	-3[16.7 µM]	-6	10	-0.9	0
CCOc1ccc(C(=O)Nc2cc(C)c3c(=O)oc4ccccc4c3n2)cc1	2	u	6	0	-7	0.6	1
COc1cccc(-c2cn(CC[C@@H]3CC[C@@H](NC(=O)CC4CC4)[C@@H](CO)O3)nn2)c1	-1	3	x	-5	-1	-2.0	0
COc1cc2c(cc1OC)-c1cc(Nc3ccc(N(C)C)cc3)nc(=O)n1CC2	2	0	x	10	3	2.8	-10
CCO/C(C)=N/Oc1cc(OC)cc(OC)c1	-1	8	-1	-3	5	0.7	2
Cc1sc(-c2ccccn2)nc1OC(=O)c1ccc(F)cc1F	3	x	x	-2	-2	2.8	-6
CN1C(=O)c2cc(NC(=O)C3CCCC3)ccc2OC[C@H]2O[C@@H](CC(=O)NCC3CC3)CC[C@H]21	0	-2	24[16.7 µM]	2	0	0.8	-1
C[C@H]1CN([C@@H](C)CO)C(=O)Cc2cc(NS(=O)(=O)c3cccs3)ccc2O[C@H]1CN(C)CC1CCCCC1	2	0	-6[16.7 µM]	13	-1	-2.0	2
Cc1cc(OCC(=O)NCc2ccccn2)c2c(C)c(C)c(=O)oc2c1	3	7	2	1	-3	2.4	4
O=C(Nc1c2c(nn1-c1ccccc1)CS(=O)C2)c1ccco1 (configuration not stated)	-2	-4	-3	3	-25	1.4	-3
NC(=O)C1(N2CCCCC2)CCN(C(=S)Nc2cccc(Cl)c2)CC1	0	-3	8	-5	-2	1.8	1

New compounds follow
smiles	SIRT5 block	DENV2 CPE rescue	miR122 inh	CASP6 VEID inh	ERp5 block	CFTR F508del cor	ERAP1 inh
N#C/C(=C\c1c(N2CCN(c3ccccc3)CC2)nc2ccccn2c1=O)C(N)=O	-6	2	-2	3	3	-1.6	-46
COCC(=O)Nc1ccc2c(c1)[C@@H]1C[C@@H](CC(=O)NCc3cc(F)ccc3F)O[C@@H](CO)[C@@H]1O2	x	1	-1[16.7 µM]	x	x	0.1	x
COc1ccc(CNC(=O)C2CCCN(S(=O)(=O)c3ccc(Br)s3)C2)cc1 (configuration not stated)	-7	-2	11	3	0	-1.3	2
CCCN(C(=O)c1cnccn1)c1c(N)n(Cc2ccccc2)c(=O)[nH]c1=O	-1	u	x	0	-11	1.5	-3
CCS(=O)(=O)c1ccc2c(c1)N(S(=O)(=O)c1ccc(Cl)cc1)CC(C(=O)O)O2 (configuration not stated)	6	-10	3	0	6	-4.1	2
O=C1NC(=O)/C(=C/c2ccc(OS(=O)(=O)c3ccc(F)cc3F)cc2)N1	5	8	1	6	-1	-1.7	2
CC(=O)Nc1ccc(NC(=O)CSc2nc3[nH]ncc3c(=O)n2-c2ccccc2)cc1	-1	-11	-3	1	2	1.5	-1
CCOC(=O)Nc1ccc2c(COC(=O)CNS(=O)(=O)c3ccc(NC(C)=O)cc3)cc(=O)oc2c1	-20	2	4	0	4	x	-2
O=C(c1cccc(F)c1)N1CCCCN2[C@H](C1)[C@@H](c1ccc(-c3cccnc3)cc1)[C@@H]2CO	-1	1	-8[16.7 µM]	0	4	-2.5	1
Cc1nc2scc(C)n2c(=O)c1S(=O)(=O)NC(C)c1ccccc1 (configuration not stated)	-10	6	-7	4	-3	0.2	2
COCC#Cc1ccc([C@H]2[C@@H](CO)N3C(=O)CN(C(=O)c4ccncc4)C[C@H]23)cc1	5	-10	x	-1	1	-3.0	1
O=S(=O)(c1cccs1)N1CCCCN2[C@H](CO)[C@@H](c3ccc(Br)cc3)[C@H]2C1	1	u	15[16.7 µM]	0	3	1.4	0
CCC(NC(=O)C1CCCO1)c1ccccc1 (configuration not stated)	-5	-3	x	-3	-8	-0.2	-1
O=C(NC1CCCCCCC1)C1c2ccccc2C(=O)N1Cc1cccs1 (configuration not stated)	-1	-2	x	-3	2	x	3
Cc1cccc(Oc2nc3c(c(=O)n(C)c(=O)n3C)n2C)c1	-3	3	-2	-1	1	-2.3	10
CCc1nnc(NC(=O)CSc2nnc3c(C)cc4c(C)ccc(C)c4n23)s1	2	2	x	6	1	x	-3
CC(C)CCn1c(SCC(=O)NC2CCS(=O)(=O)C2)nc2cc(Cl)ccc2c1=O (configuration not stated)	5	u	-7	1	11	2.8	-2
C[C@@H]1CCCCO[C@H](CN(C)Cc2ccccc2)[C@@H](C)CN([C@@H](C)CO)C(=O)c2cc(NS(=O)(=O)c3cn(C)cn3)ccc2O1	2	-2	4[16.7 µM]	-1	1	0.1	6
CCOC(=O)CCCCCC(=O)Nc1ccc2c(c1)C(=O)N([C@@H](C)CO)C[C@@H](C)[C@H](CN(C)C(=O)Nc1ccccc1)OCCCC[C@H](C)O2	3	8	-2	6	-3	0.0	-5
COc1cccc(C#Cc2ccc3c(c2)O[C@@H](CN(C)C(C)=O)[C@H](C)CN([C@@H](C)CO)S3(=O)=O)c1	0	u	5[16.7 µM]	-1	-1	-0.9	-2
CCCCN1CC(COCc2ccccc2)Oc2cccc(Oc3cc(C)c(C)c(C)c3)c2S1(=O)=O (configuration not stated)	13	-10	32	-1	-3	-0.6	0

Quoted from the entries so far (2 entries):
smiles	SIRT5 block	DENV2 CPE rescue	miR122 inh	CASP6 VEID inh	ERp5 block	CFTR F508del cor	ERAP1 inh
COc1cccc(C#Cc2ccc3c(c2)O[C@@H](CN(C)C(C)=O)[C@H](C)CN([C@@H](C)CO)S3(=O)=O)c1	0	u	5[16.7 µM]	-1	-1	-0.9	-2
CCCCN1CC(COCc2ccccc2)Oc2cccc(Oc3cc(C)c(C)c(C)c3)c2S1(=O)=O (configuration not stated)	13	-10	32	-1	-3	-0.6	0

High-throughput results (PubChem BioAssay)
